m5-HT2A agonist: mouse Htr2a agonists via beta-arrestin recruitment, primary screen, cell-based, luminescence; CHO-K1 mHTR2A beta-arrestin complementation; percent of 30 µM serotonin response; activation, % at 7.6 µM; actives 0.66% (n = 360,000);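 active = activation above a run cutoff, the mean activation of all tested compounds plus 3 SD, cut at about 14% in these data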;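 note: 0% = plate median of compound wells and 100% = 30 µM serotonin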
Target sequence (P35363 whole entry, looked up): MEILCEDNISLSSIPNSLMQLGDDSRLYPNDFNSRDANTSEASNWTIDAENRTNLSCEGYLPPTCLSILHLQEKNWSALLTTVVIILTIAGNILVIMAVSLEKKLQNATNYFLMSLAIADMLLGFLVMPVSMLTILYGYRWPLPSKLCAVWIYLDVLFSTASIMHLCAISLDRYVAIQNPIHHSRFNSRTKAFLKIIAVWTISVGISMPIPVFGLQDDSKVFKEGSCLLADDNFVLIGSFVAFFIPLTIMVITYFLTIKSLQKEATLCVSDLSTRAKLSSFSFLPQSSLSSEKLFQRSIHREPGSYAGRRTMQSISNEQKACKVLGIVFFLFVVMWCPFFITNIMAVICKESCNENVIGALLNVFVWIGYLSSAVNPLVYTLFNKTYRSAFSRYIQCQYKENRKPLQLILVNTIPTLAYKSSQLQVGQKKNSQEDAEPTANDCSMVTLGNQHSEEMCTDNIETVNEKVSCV
iPSC survival up: enhancers of single-cell hiPSC survival, primary screen, ATPlite luminescence; survival enhancement, % at 20 µM; actives 0.044% (n = 360,000); 100% = ROCK inhibitor wells, 0% = DMSO; in the data active = survival enhancement above about 18%;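 note: cells exposed to compounds for 16 hours before the ATP read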
H9c2 protect: cardioprotection against H2O2-induced cell death, primary screen, uHTS, H9c2 cells, ATPLite luminescence; H9c2 cardiomyocytes, H2O2 injury protection, 2 h; protection from H2O2 cell death, % at 20 µM; actives 0.63% (n = 360,000); AID 588492, 2011;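 active = compounds giving at least 50% protection of heart cells from peroxide-induced death in the single-dose screen, raw or plate-pattern-corrected value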;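 note: 0% = DMSO wells with peroxide and 100% = DMSO wells without peroxide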
Peg3 prom inh: Peg3 promoter-driven luciferase inhibitors, primary screen, cell-based, HeLa, luciferase luminescence; HeLa PEG-Prom luciferase reporter, overnight; inhibition, % at 20 µM; actives 1.7% (n = 360,000); AID 588405, 2011;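 active = inhibition of at least 50% at 20 µM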
PDI inh: inhibitors of human PDI, primary screen, biochemical, turbidity, single point, plate reader. Protein disulfide-isomerase (Homo sapiens), P07237. PDI insulin aggregation turbidity, A650, 90 min. inhibition, % at 10 µM. actives 0.052% (n = 350,000). AID 588391, 2011;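 active = mean inhibition across replicates of 30% or more, whatever share of single replicates reach that level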;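 note: absorbance from insulin aggregation driven by PDI reduction with DTT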
NR2E3 ag-1: NR2E3 agonists in two-hybrid cells, primary screen, cell-based, luminescence, CHO-S, Gal4-NCOR/VP16-NR2E3; Photoreceptor-specific nuclear receptor (Homo sapiens), Q9Y5X4; luciferase; inhibition of corepressor binding, % at 3.98 µM; actives 0.35% (n = 360,000); AID 602229, 2012;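 active = inhibition above the mean of all tested compounds plus 3 SD, cut at about 70% in these data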;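 note: 0% = DMSO with NR2E3 transfected cells and 100% = cells lacking NR2E3 construct; higher means lower luciferase signal from less NR2E3 corepressor binding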
Target sequence (Q9Y5X4 whole entry, looked up, the tested form may be a part): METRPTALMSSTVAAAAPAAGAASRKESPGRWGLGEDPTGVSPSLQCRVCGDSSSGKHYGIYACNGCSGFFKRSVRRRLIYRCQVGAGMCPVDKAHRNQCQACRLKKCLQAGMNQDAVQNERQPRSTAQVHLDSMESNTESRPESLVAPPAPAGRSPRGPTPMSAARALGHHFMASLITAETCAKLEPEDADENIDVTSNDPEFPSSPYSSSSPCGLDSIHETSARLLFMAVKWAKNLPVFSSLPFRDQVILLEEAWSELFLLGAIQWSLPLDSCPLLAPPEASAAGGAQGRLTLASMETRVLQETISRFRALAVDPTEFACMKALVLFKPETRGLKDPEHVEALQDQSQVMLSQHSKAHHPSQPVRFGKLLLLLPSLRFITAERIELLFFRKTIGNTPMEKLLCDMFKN
HIF-2a inh: HIF-2a reporter inhibitors, primary screen, luminescence, 786-0 RCC cells. 786-0 RCC cells HIF-2a reporter, luciferase luminescence, overnight. inhibition, % at 18.8 µM. actives 0.72% (n = 360,000). AID 624352, 2012;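 active = inhibition of the luminescence signal of 40% or more relative to plate controls, in a single-dose primary screen at 18.75 µM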
Shn3 inh set2: reduction of Shn3 3'UTR firefly luciferase signal, primary screen, Schnurri-3 inhibitor project, cell-based, Clone20 osteoblasts, set 2. inhibition, % at 12.5 µM. Clone20 osteoblast Shn3 3'UTR firefly luciferase, 24 h. actives 0.52% (n = 360,000);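 active = mean inhibition of at least 75% with every replicate also reaching 75%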;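 note: 0% = median of neutral control wells and 100% = pilot-screen positive control compound; some compounds past the cut are filed as inactive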
NR2E3 ag-2: inhibitors of NR2E3-RetCOR corepressor binding, primary screen, NR2E3 agonist project, biochemical, TR-FRET, GST-NR2E3, biotin-RetCOR; Photoreceptor-specific nuclear receptor (Homo sapiens), Q9Y5X4; 1536-well; inhibition of corepressor binding, % at 4.78 µM; actives 0.12% (n = 320,000); AID 2300, 2010;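 active = percent inhibition above the cutoff of mean plus 3 SD of all tested compounds, set per screening campaign, cut at about 20% in these data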;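 note: 0% = DMSO wells and 100% = biotin wells as full block of FRET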
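Material: NR2E3–RetCOR corepressor complex | Quantity: 1.35 nM GST-tagged NR2E3 final | Schedule: 5 h at 4 °C | Replication: Singlicate compound wells | Reagent: RetCOR corepressor, biotinylated, 7 nM | Controls: Biotin wells as high control, 0.6% DMSO wells as low control | Signal: TR-FRET, Eu(K)-anti-GST donor, streptavidin-D2 acceptor, ex 340, em 617/671 nm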
CaV13 FRET inh: Disruptors of the CACNA1D IQ motif to Ca2+-dependent inactivation inhibitor domain association, primary screening, Förster resonance energy transfer in intact living … | AID 743397 | actives 0.098% (n = 340,000) | HEK cells, CFP/YFP FRET ICDI-IQ, plate reader, 10 min; percent FRET-ratio fall versus neutral wells | inhibition, % at 12.3 µM;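 active = mean replicate inhibition of at least 30% and at least 1% of replicates passing that level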;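 note: 0% = median of the neutral control wells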
TRPM1 prom inh: inhibitors of MITF-dependent TRPM1 promoter reporter, primary screen, cell-based, SK-MEL-5, single point, luciferase | SK-MEL-5 TRPM1 promoter luciferase, 24 h | inhibition, % at 12.5 µM | actives 0.83% (n = 330,000) | AID 488899, 2010;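 active = mean inhibition across replicates of 60% or more, whatever share of single replicates reaches that level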; note: values of inactives mirror those of a sister screen read the other way
Numbers without * were called inactive; x = not tested or not shown.

Values run as follows: m5-HT2A agonist	iPSC survival up	H9c2 protect	Peg3 prom inh	PDI inh	NR2E3 ag-1	HIF-2a inh	Shn3 inh set2	NR2E3 ag-2	CaV13 FRET inh	TRPM1 prom inh
> CCOC(=O)c1cnn(-c2ccccc2)c1NC(=O)C(F)(F)C(F)(F)C(F)(F)F
    2	-2.3	-1	-2	9	29	14	-2	-3	x	10
> CCc1nc2c(OCc3ccc(C(=O)N(C)C)cc3)cccn2c1N(C)C(=O)c1ccc(C)cc1
    0	-3.3	-1	9	9	6	14	-39	x	-5	x
> Cc1cc(=O)n2ccsc2n1
    1	0.3	19	5	-3	6	11	-12	-2	-3	3
> O=C(O)CN1CCCCC1
    -1	-0.1	3	-1	11	-5	8	-2	-4	-3	8
> N#CCc1ccc(Oc2ccc([N+](=O)[O-])cn2)cc1
    -6	0.2	1	3	0	0	-4	9	-1	2	-5
> O=C(/C=C/N1CCN(Cc2ccccc2)CC1)C(F)(F)F
    3	3.0	3	0	0	-19	12	-12	0	7	-1
> CC1CCN(CCCNC(=O)C2CC(=O)N(CCc3ccccc3)C2)CC1 (configuration not stated)
    5	1.4	0	6	8	-39	5	-5	-5	-7	5
> Cn1nnc2c[n+](CC(=O)c3ccc(Cl)cc3)cc(Br)c21
    6	-0.3	4	36	4	-21	23	-5	0	-21	x
> CC(C)(C)c1ccc(SC2=C[C@@]3(O)CC[C@@H](O)[C@@](Sc4ccc(C(C)(C)C)cc4)(C2=O)[C@H]3O)cc1
    -3	0.2	x	x	x	31	-77	x	x	-10	x
> CCOC(=O)c1sc2nc(CC(C)C)c3c(c2c1N)CCC3
    6	-0.9	-4	19	-8	16	2	5	0	-1	1
> O=C(NNC(=S)NC(=O)c1cccs1)c1ccc(O)cc1
    -8	1.2	24	8	-1	8	0	-5	x	-5	7
> COc1ccc(-n2c(SCC3OCCO3)nc3c(sc(=S)n3-c3ccccc3)c2=O)cc1OC
    1	-0.6	-3	8	2	11	16	-1	-1	-7	3
> CCOC(=O)Cc1nn(Cc2ccccc2)c(=O)c2ccccc12
    -2	-1.4	8	13	-5	4	24	-3	5	-2	11
> O=C(CCCNS(=O)(=O)c1cccc2nsnc12)NC1CCCCC1
    -3	1.5	-7	4	2	-12	9	-60	2	-5	7
> Cc1cccc(C(=O)NNC(=O)c2ccc(NS(=O)(=O)c3cccs3)cc2)c1C
    -6	0.1	0	3	-3	1	9	13	2	-2	12
> COc1ccc(CCNC(=O)COC(=O)/C=C/c2ccc3c(c2)OCO3)cc1OC
    0	1.0	-16	-93	-6	-18	-24	-35	x	-6	-34
> Cc1ccccc1-c1nc(CSc2nc3c(c(=O)[nH]2)CCC3)c(C)o1
    8	0.7	31	9	4	-8	10	-7	1	-6	-11
> Nc1nc2n(n1)C(=O)CC(c1ccccc1)N2 (configuration not stated)
    1	-1.9	9	9	5	8	13	-3	-2	-7	16
> COc1ccc(S(=O)(=O)N2CCCCC2)cc1NC(=O)CCCOc1ccccc1
    -9	0.8	-2	16	2	-17	7	-7	1	-5	9
> O=c1oc2ccccc2c(NCCO)c1[N+](=O)[O-]
    3	-0.8	0	21	3	-9	19	-7	1	0	1

Exported with tabs: nine of the compounds above.
compound	m5-HT2A agonist	iPSC survival up	H9c2 protect	Peg3 prom inh	PDI inh	NR2E3 ag-1	HIF-2a inh	Shn3 inh set2	NR2E3 ag-2	CaV13 FRET inh	TRPM1 prom inh
CCOC(=O)c1cnn(-c2ccccc2)c1NC(=O)C(F)(F)C(F)(F)C(F)(F)F	2	-2.3	-1	-2	9	29	14	-2	-3	x	10
CCc1nc2c(OCc3ccc(C(=O)N(C)C)cc3)cccn2c1N(C)C(=O)c1ccc(C)cc1	0	-3.3	-1	9	9	6	14	-39	x	-5	x
Cc1cc(=O)n2ccsc2n1	1	0.3	19	5	-3	6	11	-12	-2	-3	3
O=C(O)CN1CCCCC1	-1	-0.1	3	-1	11	-5	8	-2	-4	-3	8
N#CCc1ccc(Oc2ccc([N+](=O)[O-])cn2)cc1	-6	0.2	1	3	0	0	-4	9	-1	2	-5
O=C(/C=C/N1CCN(Cc2ccccc2)CC1)C(F)(F)F	3	3.0	3	0	0	-19	12	-12	0	7	-1
CC1CCN(CCCNC(=O)C2CC(=O)N(CCc3ccccc3)C2)CC1 (configuration not stated)	5	1.4	0	6	8	-39	5	-5	-5	-7	5
Cn1nnc2c[n+](CC(=O)c3ccc(Cl)cc3)cc(Br)c21	6	-0.3	4	36	4	-21	23	-5	0	-21	x
CC(C)(C)c1ccc(SC2=C[C@@]3(O)CC[C@@H](O)[C@@](Sc4ccc(C(C)(C)C)cc4)(C2=O)[C@H]3O)cc1	-3	0.2	x	x	x	31	-77	x	x	-10	x

Later entries:
Values run as follows: m5-HT2A agonist	iPSC survival up	H9c2 protect	Peg3 prom inh	PDI inh	NR2E3 ag-1	HIF-2a inh	Shn3 inh set2	NR2E3 ag-2	CaV13 FRET inh	TRPM1 prom inh
> CC(C)(Oc1ccc(Cl)cc1)C(=O)NCC(c1cccs1)N1CCOCC1 (configuration not stated)
    1	-0.3	5	8	0	15	17	6	1	-4	13
> O=C(O)c1ccccc1Nc1ccnc(C(F)(F)F)c1
    19*	-0.1	6	18	0	-40	12	3	-1	-25	x
> CC(O)C(NC=C1C(=O)OC(C)(C)OC1=O)C(=O)O (configuration not stated)
    1	3.2	-2	-9	-4	6	12	4	2	-4	2
> COCc1cc(C)nc(Nc2ccccc2C)c1C#N
    2	1.0	2	6	1	7	-25	-13	0	-9	-8
> CCCCCCCCCCOC(=O)Cn1c(COc2ccc(Cl)cc2)[n+](C)c2ccccc21
    -3	1.2	-20	98*	-48	-9	19	96*	-1	-2	28
> CCOC(=O)C1(NC(=O)C2(NC(=O)CN3C(=O)c4ccccc4C3=O)CCCC2)CCCC1
    1	2.1	5	9	-2	13	-4	-34	x	-7	3
> O=C(COc1ccccc1)NCC(=O)N/N=C/c1ccccc1
    0	-0.6	2	1	-2	-2	16	-1	2	-4	-4
> CC1(C(=O)Nc2ccc(F)cc2F)CCN1C(=O)Cc1ccc(Cl)cc1Cl (configuration not stated)
    -1	1.2	-6	11	-9	-6	9	-15	x	-9	x
> CSc1ccc(C=O)cc1
    -1	-2.7	1	-21	x	10	-14	-1	1	x	2
> Cn1c(N)c(C(=O)COC(=O)CSc2ccc3ccccc3c2)c(=O)n(C)c1=O
    0	-0.8	0	17	-16	-10	21	-5	3	-14	21
> CC(O)CN(Cc1ccc(Cl)cc1)CC(C)O (configuration not stated)
    0	-1.3	-3	5	6	-10	12	-5	-1	x	-9
> O=C1c2sccc2-c2cccc3cccc1c23
    0	2.3	3	-78	-6	-78	-28	-7	x	-12	x
> CCc1nc(SCC(=O)Nc2cccc3ccccc23)[nH]c(=O)c1C
    -3	-0.1	-5	20	2	9	9	-2	4	-7	6
> Cc1cc(C)c2ccc(NN)nc2c1O
    1	-2.4	79*	16	16	-16	10	12	2	-8	25
> O=C1c2cccc3cccc(c23)C(=O)N1CC1CCN(CC(O)COCc2ccc3c(c2)OCO3)CC1 (configuration not stated)
    -6	-1.1	-7	18	-6	-8	9	28	4	-4	8
> O=C(COC(=O)c1ccc(Cl)nc1)NNC(=O)c1ccc(Cl)cc1
    -3	0.9	-6	24	2	20	16	0	-2	-2	-8
> CCc1cc(C(=O)OC)c(NC(=O)c2cc(Br)cs2)s1
    2	6.7	-8	5	-4	-3	-36	12	2	-6	-7
> Cc1cc2c(C)cc(=O)[nH]c2cc1NC(=O)CCl
    3	0.2	10	25	7	1	28	-16	2	4	43
> CN(Cc1cccc(Cl)c1Cl)C(=O)c1cc(S(=O)(=O)N2CCOCC2)ccc1F
    -3	-0.9	-1	-16	4	15	-6	2	x	-6	-3
> CC(C)[C@H](NC(=O)c1ccccc1)C(=O)N1CCc2ccccc21
    2	1.3	0	7	9	-7	13	-10	6	4	5
> Cc1nc(-c2cccs2)ccc1C(=O)O
    -4	0.1	-4	-3	2	-26	7	-12	4	-3	3
> CCC/C=C/c1ccc(CN2C(C(C)C)C(=O)N(Cc3cn(CC4CCCCC4)nn3)CCS2(=O)=O)cc1 (configuration not stated)
    5	-1.1	-14	16	-8	-13	5	42	x	-9	x
> O=C(Nc1nnc(-c2ccccc2SCc2ccccc2F)s1)Nc1ccccc1F
    6	0.0	-1	25	9	-19	-1	-11	3	x	2
> CCOC(=O)C1(O)CSc2nc3sc(C(=O)O)c(C)c3c(=O)n21 (configuration not stated)
    6	-1.9	-1	17	-8	-21	4	-15	-6	x	-3
> O=C(Nc1cccc(O)c1)c1ccc([N+](=O)[O-])cc1Cl
    3	-1.7	-4	-159	-8	-49	-146	-41	5	-3	-25
> COc1c(C(=O)N2CCCC2)ccc2ccccc12
    -7	-0.4	-1	10	-5	-3	5	10	1	-4	1
> Cc1ccc(N2CCN(/N=C/c3cccs3)CC2)cc1
    9	2.7	1	-23	-4	-8	-33	-23	5	-7	-33
> COc1ccc(-c2csc(C(O)c3ccc(F)cc3)n2)cn1 (configuration not stated)
    1	-1.7	2	-90	1	-46	-158	-18	x	-4	x
> O=C(NCc1ccc2c(c1)OCO2)C1CCCN(S(=O)(=O)c2cccnc2)C1 (configuration not stated)
    -3	1.0	6	-2	x	8	-6	7	3	-7	x
> O=S1(=O)[C@H]2C[C@@H]3C=C[C@@]2(CN1Cc1ccc(Cl)cc1)O3
    1	6.1	2	-3	2	-7	-12	-5	1	9	9
> C/C(N)=C(/C#N)C(=O)CSc1ccc2c(c1)OCCO2
    0	-4.6	-3	-217	-2	-83	-190	-47	2	-7	-72

Screens from PubChem.

Outcome played no part in choosing rows; overall some 3.9% were active at least once.
